High-throughput results as filed in PubChem BioAssay.
PAD4 FP inh: PAD4 (human) enzyme inhibition. inhibition, % at 6.36 µM. Q9UM07. 330,000 compounds, 0.41% hits. recombinant PAD4, RCA probe fluorescence polarization;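 active = percent inhibition above a cutoff equal to the mean of all tested compounds plus 3 SD, cut at about 15% in these data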;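 note: 0% = PAD4 with RCA probe and DMSO and 100% = probe without PAD4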
PAFAH2 FP inh: PAFAH2 (human) inhibition; Q99487; recombinant PAFAH2, FP-rhodamine activity probe, fluorescence polarization; inhibition, % at 3.39 µM; 340,000 compounds, 0.99% hits; AID 492956;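 active = inhibition above the mean over all tested compounds plus 3 SD, cut at about 30% in these data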;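 note: inhibitors block probe labeling of enzyme so polarization drops; 0% = enzyme with DMSO and 100% = wells lacking PAFAH2 protein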
LYPLA1 counter: counter-screen for PME1 inhibitors: inhibitors of human LYPLA1; O75608; recombinant LYPLA1, FP-Rh probe fluorescence polarization; inhibition, % at 5.9 µM; 320,000 compounds, 0.16% hits; AID 2174;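 active = inhibition above the mean of all tested compounds plus 3 SD, set per campaign, cut at about 14% in these data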;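 note: inhibitors block serine hydrolase probe labeling of LYPLA1 so polarization falls; 0% = enzyme with DMSO and 100% = wells lacking LYPLA1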
PREPL inhibitor: inhibits the human prolyl oligopeptidase-like enzyme; Q4J6C6; recombinant PREPL, fluorescence polarization activity-based probe; inhibition, % at 5.96 µM; 320,000 compounds, 0.68% hits; in the data active = inhibition above about 43%;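 note: 0% = enzyme with DMSO and 100% = wells lacking enzyme; many of its hits are not listed in these tables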
LYPLA2 inh: counter-screen for PME1 inhibitors: inhibitors of human LYPLA2; O95372; recombinant LYPLA2, FP-Rh probe fluorescence polarization; inhibition, % at 5.9 µM; 320,000 compounds, 0.38% hits; AID 2177;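 active = inhibition above the screen-wide mean plus 3 SD, limit set per campaign, cut at about 26% in these data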;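 note: 0% = LYPLA2 with DMSO and 100% = wells lacking LYPLA2 enzyme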
Target sequence (O95372 whole entry, looked up): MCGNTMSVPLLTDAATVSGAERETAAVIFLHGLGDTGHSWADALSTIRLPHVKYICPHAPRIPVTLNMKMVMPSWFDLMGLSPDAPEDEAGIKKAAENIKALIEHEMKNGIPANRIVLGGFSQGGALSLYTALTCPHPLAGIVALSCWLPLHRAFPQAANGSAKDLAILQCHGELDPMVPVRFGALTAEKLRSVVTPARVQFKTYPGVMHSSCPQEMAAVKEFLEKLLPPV
PAFAH1B2 FP inh: PAFAH1B2 (human) inhibition; P68402; recombinant PAFAH1B2, FP-rhodamine activity probe, fluorescence polarization; inhibition, % at 3.39 µM; 340,000 compounds, 1.2% hits;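 active = inhibition above the mean of all tested compounds plus 3 SD, cut at about 24% in these data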;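 note: 0% = enzyme with DMSO and 100% = wells lacking PAFAH1B2; many of its hits are not listed in these tables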
Target sequence (P68402 whole entry, looked up): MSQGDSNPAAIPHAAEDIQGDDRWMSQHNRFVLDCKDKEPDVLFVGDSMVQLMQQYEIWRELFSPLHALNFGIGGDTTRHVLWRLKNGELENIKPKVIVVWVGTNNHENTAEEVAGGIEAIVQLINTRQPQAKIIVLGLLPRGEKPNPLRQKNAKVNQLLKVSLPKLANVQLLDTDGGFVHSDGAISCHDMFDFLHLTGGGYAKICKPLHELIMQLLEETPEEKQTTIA
PAFAH1B3 inh: inhibitors of human PAFAH1B3; Q15102; 340,000 compounds, 0.28% hits; inhibition, % at 3.39 µM; AID 492972; recombinant PAFAH1B3, FP-rhodamine probe, fluorescence polarization;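 active = inhibition above the screen-wide average of all tested compounds plus 3 SD, cut at about 25% in these data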;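 note: 0% = enzyme with DMSO only and 100% = wells lacking PAFAH1B3 protein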
Target sequence (Q15102 whole entry, looked up): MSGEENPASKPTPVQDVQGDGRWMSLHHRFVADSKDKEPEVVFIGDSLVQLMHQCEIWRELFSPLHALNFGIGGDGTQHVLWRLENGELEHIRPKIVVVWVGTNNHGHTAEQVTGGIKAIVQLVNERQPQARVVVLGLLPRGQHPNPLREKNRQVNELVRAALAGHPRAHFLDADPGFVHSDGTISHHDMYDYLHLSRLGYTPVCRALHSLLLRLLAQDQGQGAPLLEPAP
pPAFAH inh: inhibitors of human plasma PAF acetylhydrolase (pPAFAH); Q13093; recombinant pPAFAH, FP-rhodamine probe fluorescence polarization; inhibition, % at 3.39 µM; 330,000 compounds, 1.5% hits; AID 463082;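 active = inhibition above the mean inhibition across the screen plus 3 SD, cut at about 25% in these data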;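 note: inhibitors block binding of the rhodamine activity-based probe so polarization drops; 0% = enzyme with DMSO and 100% = wells lacking pPAFAH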
GSTO1 inh: GSTO1 inhibition, counter-screen for RBBP9 inhibitors. recombinant GSTO1, activity-based probe fluorescence polarization. inhibition, % at 5.96 µM. 300,000 compounds, 1.1% hits. AID 1974;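 active = inhibition above the campaign mean inhibition plus 3 SD, cut at about 35% in these data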;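 note: 0% = GSTO1-1 with DMSO and 100% = wells lacking GSTO1-1 enzyme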
Target sequence (P78417 whole entry, looked up): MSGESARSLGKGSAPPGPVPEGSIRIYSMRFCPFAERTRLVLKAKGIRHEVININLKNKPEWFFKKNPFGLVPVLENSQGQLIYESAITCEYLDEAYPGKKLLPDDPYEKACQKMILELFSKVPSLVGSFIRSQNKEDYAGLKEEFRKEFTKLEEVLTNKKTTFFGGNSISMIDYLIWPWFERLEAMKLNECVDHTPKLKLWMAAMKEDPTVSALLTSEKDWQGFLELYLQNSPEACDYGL
* hit, by the source's call; x = no result given. The list is partial. The share of hits here may be higher or lower than overall.

SMILES | PAD4 FP inh | PAFAH2 FP inh | LYPLA1 counter | PREPL inhibitor | LYPLA2 inh | PAFAH1B2 FP inh | PAFAH1B3 inh | pPAFAH inh | GSTO1 inh
CC(NS(=O)(=O)c1cccc(Cl)c1)C(=O)N(C)C1CCN(C)CC1 (configuration not stated) | -4 | 2 | -3 | 2 | 5 | 2 | 3 | 2 | 2
CC1=C(C(=O)c2ccccc2)C(c2ccc(O)cc2)NC(=S)N1 (configuration not stated) | -2 | -7 | -3 | 0 | 6 | 8 | 4 | -2 | 13
O=C(NCc1ccccc1)c1ccc(N2CCC3(CC2)CC(c2ccccc2)=NO3)c([N+](=O)[O-])c1 | -1 | 1 | -1 | 14 | 8 | 6 | 0 | -3 | -6
O=c1cc(-c2ccco2)nc(-c2cccs2)o1 | -2 | 12 | 3 | 9 | 6 | 1 | 10 | 7 | 5
C=CCOc1ccccc1CNCCNC(=O)c1nonc1N | 2 | 2 | 5 | -1 | 10 | 3 | 6 | 3 | 12
O=C(O)Cc1ccc(NC(=O)c2ccc(NC(=O)C3CC3)cc2)cc1 | 0 | -2 | 1 | 13 | -4 | -6 | 8 | -2 | -6
Cc1cccn2cc(-c3cccc(S(=O)(=O)N4CCOCC4)c3)nc12 | -2 | 1 | -1 | -2 | -2 | -5 | 0 | 4 | -4
CN(C)c1ccnc(Nc2ccc(F)cc2)c1C#N | -2 | x | -1 | -12 | -2 | x | x | 1 | -1
Cc1ccc(-n2c(O)c(C=NCc3ccccn3)c3ccccc3c2=O)cc1C | -1 | 1 | -1 | 21 | 5 | -1 | 3 | 5 | 1
Cc1ccc(C2=NN(C(=O)c3ccco3)C(O)(C(F)(F)F)C2)cc1 (configuration not stated) | -4 | 5 | -3 | -20 | 1 | 8 | 6 | 11 | 7
CCOc1ccc(OCc2nnc(SCC(=O)NC3CCS(=O)(=O)C3)n2-c2ccc(Cl)cc2)cc1 (configuration not stated) | -4 | 1 | 1 | -3 | 3 | 1 | 8 | -1 | 1
CC[C@]12c3[nH]c4ccc(OC)cc4c3CCN1C(=O)C(CC(=O)NCCCn1ccnc1)C[C@@H]2C(=O)N1CCN(C(=O)c2ccco2)CC1 (some centres not stated) | 4 | -2 | x | x | x | -1 | 6 | 0 | x
O=C1CC(N(O)c2ccccc2)C(=O)N1Cc1ccccc1 (configuration not stated) | 1 | 2 | -3 | 3 | 4 | 3 | 8 | 4 | 9
COc1ccccc1-c1cn(S(=O)(=O)c2ccc(C)cc2)nc1N | -1 | -3 | 0 | 1 | 5 | 20 | 2 | -1 | -1
CCc1ccc(CN2C(=O)c3ccccc3C2C(=O)NC(C)CC)cc1 (configuration not stated) | -1 | 6 | 0 | -5 | -1 | 7 | 11 | 5 | 0
Cc1cc(C(=O)OCC(=O)Nc2cccc(S(=O)(=O)N3CCOCC3)c2)c(C)o1 | 4 | 36* | 2 | 4 | 8 | -4 | 2 | 7 | -1
S=C(NCc1ccccc1)NCc1ccc(CNC(=S)NCc2ccccc2)cc1 | -1 | -41 | -22 | -15 | -41 | 0 | 5 | -11 | -13
COc1cc(NC(=O)C2C3C=CC(C3)C2C(=O)O)c(OC)cc1Cl (configuration not stated) | -10 | 12 | 1 | 8 | 0 | -1 | 14 | -5 | -1
O=C(Cc1csc(Nc2nc(=S)[nH]c3ccccc23)n1)NCCCN1CCN(c2cccc(Cl)c2)CC1 | -1 | 3 | -5 | -8 | -2 | 0 | 6 | 7 | -25
O=C(c1ccc(S(=O)(=O)N2CCCCCC2)cc1)N1CCC(CN2C(=O)c3cccc4cccc(c34)C2=O)CC1 | -4 | -15 | 2 | 8 | 6 | -1 | -4 | 6 | -11
CCCCCNCc1ccc(Br)cc1 | -1 | 6 | 3 | 12 | -2 | -3 | 0 | 1 | -2
Cc1ccc(S(=O)(=O)N2C[C@@H]3CCCC[C@@H]3[C@@H](C)[C@H]2c2cn(Cc3ccccc3)c3ncccc23)cc1 | 2 | 4 | x | x | x | -1 | -3 | 4 | x
COc1ccc(NC(=O)c2ccccc2F)cc1Cl | 0 | 0 | -4 | 16 | -7 | 2 | 1 | 1 | 5
COc1ccc(-c2csc(NC(=O)Cc3ccccc3F)n2)c(OC)c1 | -10 | 4 | -10 | 11 | -1 | 3 | 2 | -2 | -2
CCS(=O)(=O)N1Cc2ccccc2CC1C(=O)N(C)CC(=O)Nc1cccc(F)c1 (configuration not stated) | -1 | 6 | 0 | 5 | -1 | 4 | 3 | 1 | 4
Other entries
SMILES | PAD4 FP inh | PAFAH2 FP inh | LYPLA1 counter | PREPL inhibitor | LYPLA2 inh | PAFAH1B2 FP inh | PAFAH1B3 inh | pPAFAH inh | GSTO1 inh
CN(Cc1ccccc1)C(=O)c1ccc([N+](=O)[O-])o1 | -9 | 9 | 1 | -1 | 8 | 4 | 12 | -1 | 14
O=C(/C=C/c1cccc([N+](=O)[O-])c1)NC(=S)Nc1ccc(CN2CCOCC2)cc1 | -3 | -13 | -3 | 3 | -3 | -9 | 3 | 3 | -2
Cc1nc2ccccc2c(=O)n1NC(=O)c1cccc([N+](=O)[O-])c1 | -1 | 4 | 2 | -7 | 1 | 0 | 1 | 5 | 7
CCOC(=O)N1CCN(S(=O)(=O)c2cc(C)c(C)cc2C)CC1 | -1 | 9 | 0 | 15 | 3 | 8 | 9 | -3 | 8
CCOc1ccccc1NC1=C(Cl)C(=O)N(c2ccccc2)C1=O | -5 | 0 | -2 | -2 | -6 | 0 | 1 | 3 | 10
O=C(COC(=O)c1ccc([N+](=O)[O-])o1)NCc1ccccc1 | -12 | 18 | x | 8 | x | 3 | 4 | 6 | x
Cc1cc(C)c(C#N)c(SCCS(=O)(=O)c2ccc(Cl)cc2)n1 | 4 | 1 | 0 | 0 | 18 | 29* | -4 | 3 | 7
CCOC(=O)N1CCC(N(C(=O)Nc2cccc(OC)c2)C(C)CC)CC1 (configuration not stated) | -3 | 3 | 0 | 17 | -1 | 4 | 4 | 0 | -4
CCCn1c(=S)[nH]c2ccccc2c1=O | 0 | 1 | -4 | -1 | -5 | 2 | 3 | -1 | 3
O=C(O)Cc1ccc(S(=O)(=O)Nc2ccccc2C(=O)O)cc1 | -2 | -4 | -1 | -9 | -4 | 3 | 3 | 2 | 1
CCN(CC)CCNC(=O)CCN1N=C(c2ccccc2)CCC1=O | 6 | -14 | -1 | -6 | -5 | -3 | 0 | 1 | -3
CO/N=C/CC(=O)c1cnc(-c2ccc(Cl)cc2)s1 | -4 | 2 | -2 | 3 | -3 | -1 | 1 | 2 | -10
CCOC(=O)c1ccc(NC(=O)CSc2nnc(C)n2-c2ccccc2)cc1 | 7 | -4 | 2 | -10 | 0 | 6 | 8 | 1 | 6
CC(Sc1cccc[n+]1[O-])C(=O)Nc1cccc([N+](=O)[O-])c1 (configuration not stated) | -3 | -2 | -3 | -1 | -3 | 5 | 1 | 6 | 0
CN(NC1OC(=O)c2ccccc21)c1ccc(Cl)cc1[N+](=O)[O-] (configuration not stated) | 4 | 1 | -1 | 9 | 1 | 1 | 15 | 3 | -4
CS(=O)(=O)N(CC(=O)N/N=C/c1cccc2c1OCCO2)c1ccccc1Br | -4 | 1 | -5 | -32 | -1 | 2 | 0 | 3 | 6
Cc1nn(Cc2ccccc2Cl)c2sc(C(=O)Nc3ccccc3N3CCOCC3)cc12 | -7 | -5 | -5 | -2 | -7 | -5 | 3 | 2 | -4
O=[N+]([O-])c1ccc(-n2nncc2-c2ccc(Cl)cc2)cc1 | -3 | -1 | 2 | 2 | 1 | 9 | -1 | 4 | 8
COc1ccc(NC(=O)CSc2[nH]c(=O)cc(C)c2C#N)cc1OC | -3 | 5 | -1 | 0 | 2 | -1 | 11 | 5 | -1
CN(CC(=O)NCCc1ccc(F)cc1)Cc1ccccc1 | 1 | 0 | 1 | 10 | -1 | 15 | 9 | 5 | 15
CC(C)C(=O)Nc1cccc(S(=O)(=O)c2cccc(NC(=O)C(C)C)c2)c1 | 3 | -2 | -5 | -5 | -11 | -1 | 5 | -4 | -5
COc1ccccc1CNCC(=O)NCc1ccc(C)cc1 | -6 | -4 | -4 | -27 | -1 | -3 | 2 | 5 | 9
COCCN(CC(=O)Nc1cccc(C)c1C)C(=O)Cc1sc(C)nc1-c1ccc(F)cc1 | 4 | 0 | 4 | 6 | 3 | 6 | -1 | 1 | x
C[C@H]1COC(=O)CCCC/C=C\C[C@H](CC(=O)N(CCO)Cc2ccccc2)C(=O)N1 | 4 | 2 | x | 13 | x | 3 | 12 | 3 | x
O=S(=O)(NCC1CCCN(Cc2ccccc2)C1)c1cccc2cccnc12 (configuration not stated) | 1 | -1 | 1 | -3 | 4 | 11 | -1 | 4 | -31

Brought forward from above: 3 entries, followed by the next part.
SMILES | PAD4 FP inh | PAFAH2 FP inh | LYPLA1 counter | PREPL inhibitor | LYPLA2 inh | PAFAH1B2 FP inh | PAFAH1B3 inh | pPAFAH inh | GSTO1 inh
COCCN(CC(=O)Nc1cccc(C)c1C)C(=O)Cc1sc(C)nc1-c1ccc(F)cc1 | 4 | 0 | 4 | 6 | 3 | 6 | -1 | 1 | x
C[C@H]1COC(=O)CCCC/C=C\C[C@H](CC(=O)N(CCO)Cc2ccccc2)C(=O)N1 | 4 | 2 | x | 13 | x | 3 | 12 | 3 | x
O=S(=O)(NCC1CCCN(Cc2ccccc2)C1)c1cccc2cccnc12 (configuration not stated) | 1 | -1 | 1 | -3 | 4 | 11 | -1 | 4 | -31
Cc1cc(C)n(S(=O)(=O)Cc2ccccc2)n1 | 5 | -9 | 1 | 4 | 5 | -1 | 1 | 4 | 1
Cc1cc(C(=O)Nc2ncc(C)s2)c2ccccc2n1 | -8 | 14 | 1 | 8 | 1 | -5 | 7 | -1 | -5
CC(C)(C)n1nc2c(c1NC(=O)Cc1ccc(F)cc1)CS(=O)(=O)C2 | 8 | -4 | 2 | 10 | 4 | -3 | -4 | 6 | -6
Cc1ccc(C(=O)N2CCN(c3ccc([N+](=O)[O-])cc3-n3cccc3)CC2)cc1 | -1 | x | -2 | 37 | -1 | x | x | 15 | -1
Cc1ccc(Nc2ncc3c(n2)CC(c2ccco2)CC3=O)c(C)c1 (configuration not stated) | -5 | 2 | 2 | -28 | 6 | -2 | 8 | 10 | 10
CN(C[C@H](c1ccccc1)N(C[C@H](Cc1ccccc1)N(CCc1ccccc1)N=O)N=O)N=O | 3 | -5 | -4 | 4 | -7 | 3 | 4 | -1 | 1
Cc1cc(Cl)c2oc(C(=O)N3CCN(c4cccc(C)n4)CC3)c(C)c2c1 | 6 | 2 | -2 | 17 | 1 | 4 | 12 | 12 | 3
O=C(c1ccc(Cl)cc1)C(Cn1cncn1)C(Sc1ccccc1)c1ccccc1 (configuration not stated) | 1 | 5 | 2 | -1 | -2 | 3 | 1 | 4 | -3
COc1ccc(/C=C2\CCc3ccccc3C2=O)cc1CN1CCOCC1 | 0 | -2 | 1 | 26 | 2 | 4 | -1 | 6 | -3
CCOC(=O)NC(=O)CSc1nc(-c2ccc(C)c(C)c2)cn1-c1ccccc1 | -4 | 3 | -5 | 0 | 2 | 3 | 0 | 32* | -4
C=CCOn1c(C)c(C(C)=O)c2c3no[n+]([O-])c3ccc21 | -1 | 5 | 5 | 6 | 3 | 2 | 10 | 2 | -7

Shown as a hit in PAFAH2 FP inh (from the list above):
Compound | PAD4 FP inh | PAFAH2 FP inh | PREPL inhibitor | PAFAH1B2 FP inh | PAFAH1B3 inh | pPAFAH inh
Cc1cc(C(=O)OCC(=O)Nc2cccc(S(=O)(=O)N3CCOCC3)c2)c(C)o1 | 4 | 36* | 4 | -4 | 2 | 7
